Screening data (PubChem)
APOBEC3A inh: APOBEC3A ssDNA deaminase inhibitors, primary screen, selectivity assay for APOBEC3G inhibitor project, biochemical, FAM/TAMRA oligo cleavage fluorescence; DNA dC->dU-editing enzyme APOBEC-3A (Homo sapiens), P31941; recombinant A3A, FAM/TAMRA ssDNA deamination fluorescence; inhibition, % at 20 µM; hit rate 0.41% among 330,000;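 active = at least 40% inhibition at 20 µM here, with at most 30% in a related deaminase screen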;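 note: plate controls were A3A with DMSO for no effect and wells lacking A3A enzyme for full effect; some results filed as inactive read as strong as hits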
Target sequence (P31941 whole entry, looked up): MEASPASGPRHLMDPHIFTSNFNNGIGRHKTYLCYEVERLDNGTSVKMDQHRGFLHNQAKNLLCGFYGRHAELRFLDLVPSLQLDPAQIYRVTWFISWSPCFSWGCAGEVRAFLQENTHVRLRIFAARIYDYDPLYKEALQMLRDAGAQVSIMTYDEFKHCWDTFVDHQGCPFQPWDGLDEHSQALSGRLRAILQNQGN
mIAP act: activators of mouse IAP, primary screen, biochemical, luminescence, uHTS | intestinal alkaline phosphatase [Mus musculus] | muIAP, CDP-Star luminescence, 30 min; hits give high values; 1 = vehicle-only enzyme signal, 0 = enzyme-free wells | activation factor at 10 µM | hit rate 0.24% among 330,000;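 active = activation factor of at least 2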; note: the source names both 10 and 20 µM as test concentration; values of inactives mirror those of a sister screen read the other way
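Assay system: mouse IAP enzyme; reagent: chemiluminescent substrate CDP-Star; dosing: test compounds delivered from DMSO solution; schedule: 30 min at room temperature; measured by: luminescence from enzymatic CDP-Star hydrolysis; controls: DMSO-only wells and no-enzyme negative control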
beta cell repl: inducers of MIN6 beta-cell proliferation, primary screen, ATP luminescence, uHTS. MIN6 cells proliferation, ATPlite luminescence, 48 h; cells starved in 0.2% serum; 100% = growth in 10% serum. proliferation, % at 10 µM. hit rate 0.29% among 330,000;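 active = compounds whose signal lies at least 3.5 SD above the mean of all wells on their plate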;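 note: 0% = DMSO-treated cells in low-serum medium and 100% = 10% serum control; some compounds called inactive have numbers as strong as hits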
APOBEC3G inh: APOBEC3G DNA deaminase inhibitors, primary screen, biochemical, fluorescence, single-stranded DNA substrate, uHTS | DNA dC->dU-editing enzyme APOBEC-3G (Homo sapiens), Q9HC16 | recombinant A3G, ssDNA deamination FAM/TAMRA fluorescence | inhibition, % at 20 µM | hit rate 0.28% among 330,000 | AID 493012, 2011;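 active = inhibition of at least 40% at 20 µM, with no more than 30% in the related APOBEC3A deaminase screen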;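 note: plate controls were DMSO wells with A3G for no effect and wells lacking A3G enzyme for full effect; some compounds called inactive have numbers as strong as hits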
Target sequence (Q9HC16 whole entry, looked up): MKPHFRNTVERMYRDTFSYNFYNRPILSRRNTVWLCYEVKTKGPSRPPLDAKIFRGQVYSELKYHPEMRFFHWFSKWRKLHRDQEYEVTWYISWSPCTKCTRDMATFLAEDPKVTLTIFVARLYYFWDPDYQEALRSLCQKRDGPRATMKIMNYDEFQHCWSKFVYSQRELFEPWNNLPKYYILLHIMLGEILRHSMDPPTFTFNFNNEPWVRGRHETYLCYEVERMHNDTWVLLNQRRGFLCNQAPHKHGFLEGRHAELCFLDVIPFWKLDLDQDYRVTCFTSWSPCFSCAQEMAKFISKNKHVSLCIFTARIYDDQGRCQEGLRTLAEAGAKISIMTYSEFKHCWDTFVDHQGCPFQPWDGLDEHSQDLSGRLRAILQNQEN
SENP1 FRET inh: human SENP1 catalytic domain inhibitors, primary screen, biochemical, FRET, uHTS | Sentrin-specific protease 1 (Homo sapiens), Q9P0U3 | recombinant SENP1 catalytic domain, CyPet-SUMO1-YPet FRET cleavage | inhibition, % at 10 µM | hit rate 0.21% among 360,000 | AID 624204, 2012;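 active = inhibition at least 30% at 10 µM, raw YFP signal under a set limit, fluorescence ratio 0.5 to 1.5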;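 note: 0% = enzyme with DMSO and 100% = no enzyme wells; some results filed as inactive read as strong as hits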
Target sequence (Q9P0U3 419-644 limits assumed): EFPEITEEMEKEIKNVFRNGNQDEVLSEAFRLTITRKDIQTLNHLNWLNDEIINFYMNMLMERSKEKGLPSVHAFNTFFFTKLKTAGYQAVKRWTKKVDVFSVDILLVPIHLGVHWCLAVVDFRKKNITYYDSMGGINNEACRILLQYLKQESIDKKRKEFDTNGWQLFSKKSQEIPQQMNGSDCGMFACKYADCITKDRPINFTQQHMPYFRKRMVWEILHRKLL
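Test system: recombinant human SENP1 catalytic domain, His6-tagged / Medium: pH 8 Tris buffer with EDTA, NaCl, BME, BSA, NP40, catalase / Also added: SUMO1 FRET substrate flanked by Cypet and Ypet, 25 nM / Times: 50 min reaction at room temperature / Signal: FRET, CFP and YFP emission / Control set: no-enzyme low control and enzyme-plus-DMSO high control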
mIAP inh: inhibitors of mouse IAP, primary screen, biochemical, luminescence, uHTS. purified mouse IAP, CDP-Star luminescence, 30 min. inhibition, % at 10 µM. hit rate 0.2% among 330,000. AID 2806, 2010;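 active = inhibition of at least 40% at 10 µM in the primary screen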;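 note: plate controls were DMSO with enzyme for no effect and no enzyme wells for full effect; values of inactives mirror those of a sister screen read the other way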
hIAP inh: human IAP inhibitors, primary screen, biochemical, luminescence, uHTS; AID 2544, 2010; inhibition, % at 10 µM; hit rate 0.12% among 330,000; Intestinal-type alkaline phosphatase (Homo sapiens), P09923; purified IAP, CDP-Star luminescence, 30 min;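 active = inhibition reaching a set limit with compound at 10 µM in the primary screen, cut at about 35% in these data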;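 note: plate controls were DMSO wells with enzyme for no effect and no-enzyme buffer wells for full effect; values of inactives mirror those of a sister screen read the other way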
NLRP3 yeast inh: NALP3 inflammasome inhibitors in reconstituted yeast, primary screen, luminescence, uHTS | Yeast reconstituted NLRP3/ASC/caspase-1, beta-gal luminescence, 24 h | inhibition, % at 10 µM | hit rate 0.39% among 330,000;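 active = inhibition of 50% or more; inactive = inhibition below 50%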;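 note: plate controls were induced DMSO wells for no effect and uninduced yeast grown without galactose for full effect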
hIAP act: human IAP activators, primary screen, biochemical, luminescence, uHTS | Intestinal-type alkaline phosphatase (Homo sapiens), P09923 | purified human IAP, CDP-Star luminescence, 30 min; hits give high values; 1 = vehicle-only enzyme, 0 = enzyme-free background | activation factor at 10 µM | hit rate 0.16% among 330,000 | AID 2524, 2010;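 active = activation factor of the enzyme at least 2-fold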; note: the source names both 10 and 20 µM as test concentration; values of inactives mirror those of a sister screen read the other way
* marks the source's active call; other numbers are inactive results. A portion of the library; rates above refer to the full screens.

SMILES	APOBEC3A inh	mIAP act	beta cell repl	APOBEC3G inh	SENP1 FRET inh	mIAP inh	hIAP inh	NLRP3 yeast inh	hIAP act
CCOc1ccc(N(CC(=O)N/N=C/c2ccc(OC(C)C)cc2)S(C)(=O)=O)cc1	52*	1.1	-1	9	2	-6	-8	11	1.1
CN(C(=O)c1ccco1)c1nc2c(s1)CCCC2	6	1	-2	2	-1	-4	-2	29	1
CCOC(=O)Nc1c(C(=O)OC)[nH]c2cccc(OC)c12	-4	0.92	1	-4	0	8	-13	7	1.1
O=C1CC(c2ccc(O)cc2)Oc2cc(O)cc(O)c21 (configuration not stated)	0	1	3	-4	1	-1	-2	14	1
Cc1ccc(N2C(=O)C3C(C(=O)c4ccccc4)=NN(c4ccccc4)C3C2=O)cc1 (configuration not stated)	2	0.93	1	-4	-30	7	8	-2	0.93
CC(C)c1ccc(NC(=O)COC(=O)c2ccc(CN3CCCC3=O)cc2)cc1	12	1	3	-5	2	-2	1	8	0.99
CN(C)C(=O)c1cc(C(=O)c2ccccc2Cl)c[nH]1	-1	1.1	3	1	1	-6	5	0	0.95
Cc1ccc2cc(/C=N/NC(=O)c3ccccc3O)c(Cl)nc2c1	-3	0.85	-5	-6	-1	15	12	-1	0.88
CCN(CC)c1ccc(NC(=O)CSc2n[nH]c(-c3ccco3)n2)cc1	-4	0.94	-4	-5	0	6	-11	18	1.1
CCCC(=O)Nc1nc(-c2ccccc2)ns1	-1	0.99	0	-5	-1	1	11	40	0.89
COc1cc(CN2CCNC(=O)C2CC(=O)NCc2csc(C(C)C)n2)cc(OC)c1 (configuration not stated)	-4	1	-2	-8	0	-3	-12	-4	1.1
COc1ccc(NC(=O)C2CCCN(S(=O)(=O)c3c(C)[nH]c(=O)[nH]c3=O)C2)cc1Cl (configuration not stated)	3	0.97	-3	-7	-1	3	0	-6	1
O=C(NCc1ccccc1)c1onc(CSc2ccncc2)c1C(=O)NCc1ccccc1	-2	0.97	0	-7	1	3	4	26	0.96
CC(C)(C)c1nnc(N/N=C/c2ccc(Br)cc2)n(N)c1=O	0	0.87	-3	-1	1	13	-9	29	1.1
O=C(CC1C(=O)NCCN1Cc1ccc(-c2ccccc2)cc1)NCc1ccccc1 (configuration not stated)	1	1.1	-2	-1	-3	-12	-9	21	1.1
COc1cccc(NC(=O)Nc2cccn(Cc3ccccc3)c2=O)c1	-1	1	-2	-2	3	-2	0	10	1
CSc1ccccc1Nc1ncnc(N)n1	4	0.97	-1	13	2	3	10	12	0.91
COc1ccccc1NC(=O)c1cnc(SCC(=O)NCC2CCCO2)n(C)c1=O (configuration not stated)	-3	1	-2	-9	1	-2	-14	8	1.1
CCCOc1cccc(C2/C(=C(/O)c3ccc(F)cc3)C(=O)C(=O)N2CCN(C)C)c1 (configuration not stated)	3	0.94	-1	2	-2	6	-7	-1	1.1
CCS(=O)(=O)CCSc1nc2ccccc2s1	-6	1	-4	-7	2	0	14	-6	0.86
FC(F)(F)c1ccc(Cl)c(-n2c(-c3ccco3)n[nH]c2=S)c1	-4	0.98	-1	7	0	2	15	13	0.85
c1cc(-c2nnc3n2CCCCC3)ccn1	1	1.2	-1	3	2	-18	5	7	0.95
Cc1ccc(OCC(=O)NNC(=O)Cc2ccc(S(=O)(=O)N3CCOCC3)s2)cc1	1	0.92	-6	-8	-7	8	-38	12	1.4
CC(C)CNC(=O)CSc1nnc(-c2ccccn2)n1Cc1ccccc1	0	1	1	-3	-6	-5	-23	-14	1.2
O=C(c1cc(-c2ccc(F)cc2)nc2ccccc12)N1CCC1	0	1	-4	0	2	-4	-4	6	1
Nc1ccc(SCCN2C(=O)c3ccccc3C2=O)cc1	-1	1	0	1	2	-3	2	14	0.98
CCOC(=O)CC1C(=O)NCCN1C(=S)NC(=O)c1ccccc1OC (configuration not stated)	-4	1	1	-5	1	-4	-5	-1	1.1
COC(=O)[C@@H]1C[C@@H]2CC[C@@H](O)C[C@@H]2N1Cc1ccccc1OS(=O)(=O)c1ccc(C)cc1	-3	1.1	-3	-11	-35	-6	-11	7	1.1
CCC(=O)Oc1cccc(C(=O)Nc2ccc(-c3nnc(-c4ccco4)o3)cc2)c1	-17	0.99	1	-4	-1	1	-8	14	1.1
CCOC(=O)[C@@H]1[C@H]2COc3ccccc3[C@@H]2N2C(=O)N(c3cccc(F)c3)C(=O)[C@]12C	0	0.96	-4	-7	1	4	4	-4	0.96

In another format: entries from further up.
Sequence of screens: APOBEC3A inh, mIAP act, beta cell repl, APOBEC3G inh, SENP1 FRET inh, mIAP inh, hIAP inh, NLRP3 yeast inh, hIAP act
> COc1cccc(NC(=O)Nc2cccn(Cc3ccccc3)c2=O)c1
    -1, 1, -2, -2, 3, -2, 0, 10, 1
> CSc1ccccc1Nc1ncnc(N)n1
    4, 0.97, -1, 13, 2, 3, 10, 12, 0.91
> COc1ccccc1NC(=O)c1cnc(SCC(=O)NCC2CCCO2)n(C)c1=O (configuration not stated)
    -3, 1, -2, -9, 1, -2, -14, 8, 1.1
> CCCOc1cccc(C2/C(=C(/O)c3ccc(F)cc3)C(=O)C(=O)N2CCN(C)C)c1 (configuration not stated)
    3, 0.94, -1, 2, -2, 6, -7, -1, 1.1
> CCS(=O)(=O)CCSc1nc2ccccc2s1
    -6, 1, -4, -7, 2, 0, 14, -6, 0.86
> FC(F)(F)c1ccc(Cl)c(-n2c(-c3ccco3)n[nH]c2=S)c1
    -4, 0.98, -1, 7, 0, 2, 15, 13, 0.85
> c1cc(-c2nnc3n2CCCCC3)ccn1
    1, 1.2, -1, 3, 2, -18, 5, 7, 0.95
> Cc1ccc(OCC(=O)NNC(=O)Cc2ccc(S(=O)(=O)N3CCOCC3)s2)cc1
    1, 0.92, -6, -8, -7, 8, -38, 12, 1.4
> CC(C)CNC(=O)CSc1nnc(-c2ccccn2)n1Cc1ccccc1
    0, 1, 1, -3, -6, -5, -23, -14, 1.2
> O=C(c1cc(-c2ccc(F)cc2)nc2ccccc12)N1CCC1
    0, 1, -4, 0, 2, -4, -4, 6, 1
> Nc1ccc(SCCN2C(=O)c3ccccc3C2=O)cc1
    -1, 1, 0, 1, 2, -3, 2, 14, 0.98

Other records follow:
SMILES	APOBEC3A inh	mIAP act	beta cell repl	APOBEC3G inh	SENP1 FRET inh	mIAP inh	hIAP inh	NLRP3 yeast inh	hIAP act
COC(=O)c1cc(=O)n(CCc2ccccc2)c(=Nc2ccc(F)cc2)s1	-2	1	-7	-7	1	-2	0	24	1
CCOC(=O)C(C)c1nc2ccccc2[nH]c1=O (configuration not stated)	-4	1	-3	-12	1	0	24	13	0.76
COc1ccccc1-c1nnc(NC(=O)c2ccccc2F)o1	-3	0.95	0	-5	4	4	4	13	0.96
c1ccn2cc(-c3ccc4c(c3)OCCO4)nc2c1	-3	0.9	-6	0	-3	10	-2	21	1
COc1cc(NC(=O)C2CC(c3c(F)cccc3Cl)=NO2)c(OC)cc1Cl (configuration not stated)	-3	0.95	-3	-2	2	5	-4	25	1
CC[n+]1oc(-c2ccccc2)cc1C	1	1	2	-7	-50	-5	-5	-3	1.1
COc1ccc(C/C(C)=N/NC(=S)Nc2ccccc2)cc1	0	0.99	0	-1	3	1	10	14	0.9
Cc1cc(Cl)ccc1OC(C)C(=O)NC(C)C1CCCO1 (configuration not stated)	-1	0.98	-2	-7	4	2	-24	3	1.2
CN1C(=O)C(C)(C)c2cc(S(=O)(=O)N3CCCC(C(=O)NCc4ccc(F)cc4)C3)ccc21 (configuration not stated)	-3	1.1	-4	-13	1	-9	-8	11	1.1
CCNC(=O)CN(c1ccccc1)S(=O)(=O)c1ccc(Cl)cc1	8	0.88	-3	-5	2	12	0	4	1
CCS(=O)(=O)N1Cc2ccccc2CC1C(=O)Nc1ccc(OC)c(OC)c1 (configuration not stated)	1	0.89	-1	-9	-1	11	-8	8	1.1
Cc1cccn2c(=O)c3cc(C(=O)NC(C)c4ccccc4)c(=N)n(CCCn4ccnc4)c3nc12 (configuration not stated)	6	0.86	-2	0	-36	14	-11	3	1.1
CCCCN1C(=O)C2ON(c3ccccc3C)C(c3ccco3)C2C1=O (configuration not stated)	-1	1	-4	-3	2	-4	-2	6	1
COc1ccc(C2=NOC(C(=O)Nc3ccc4c(c3)OCCO4)C2)cc1OC (configuration not stated)	-1	0.97	1	-4	0	3	-4	9	1
O/N=C(/CCc1ccccc1)C1(O)CCCCC1	-2	0.99	1	-6	2	0	-19	14	1.2
CC(C)Cn1c(=S)[nH]c2cc(Cl)ccc21	-4	1.1	0	-1	1	-15	-25	30	1.2
COc1ccccc1NC(=O)c1ccc(COc2ccccc2OC)cc1	-4	0.87	-1	-7	1	13	16	20	0.84
COC(=O)c1cc(Br)c(=O)n(CCc2ccccc2)c1	-2	1	-3	-5	1	-4	-6	17	1.1
COC(=O)c1ccccc1NC(=O)c1cc2ncc(Br)cn2n1	21	0.94	-2	0	2	6	-20	10	1.2
CCn1c(CNC(=O)c2cccc(C)c2)nnc1SCC(=O)NC1CCCCC1C (configuration not stated)	3	0.94	0	4	2	6	9	8	0.91
CC(=O)N1CCN(C(=O)c2cc(=O)c3ccccc3o2)CC1	-2	0.98	-1	-12	1	2	0	6	1
COc1ccc(OCc2cc(C(=O)NC3Cc4ccccc4C3)no2)c(Cl)c1	1	1	-4	-2	-3	-1	-14	3	1.1
CCC(C)N(C(=O)c1csnn1)C(C(=O)NC(C)(C)C)c1ccccc1 (configuration not stated)	62*	0.95	-2	-4	1	5	10	12	0.9
COc1cccc(/C=N/NC(=O)C(=O)NCc2cccnc2)c1	-2	1	-2	-3	2	-1	1	8	0.99
Cc1cccc(NC(=O)CN(C)S(=O)(=O)c2ccc3c(c2)n(C)c(=O)c(=O)n3C)c1C	-2	0.96	2	-6	0	4	-9	-3	1.1
